Bioassay records from PubChem BioAssay.
GSK3 alpha inh: blockers of GSK3A enzyme activity – biochemical, luminescence, cell-free homogeneous, HTS, primary screen; inhibition, % at 10 µM; GSK-3 alpha kinase, ADP-Glo luminescence, 60 min; Glycogen synthase kinase-3 alpha (Homo sapiens), P49840; 320,000 compounds, 0.1% hits;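 in the data active means inhibition above about 50%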;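 further: GST-tagged GSK-3 alpha with peptide substrate and 25 µM ATP; 0% = DMSO neutral wells and 100% = GW8510 positive control wells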
Target sequence (P49840 whole entry, looked up): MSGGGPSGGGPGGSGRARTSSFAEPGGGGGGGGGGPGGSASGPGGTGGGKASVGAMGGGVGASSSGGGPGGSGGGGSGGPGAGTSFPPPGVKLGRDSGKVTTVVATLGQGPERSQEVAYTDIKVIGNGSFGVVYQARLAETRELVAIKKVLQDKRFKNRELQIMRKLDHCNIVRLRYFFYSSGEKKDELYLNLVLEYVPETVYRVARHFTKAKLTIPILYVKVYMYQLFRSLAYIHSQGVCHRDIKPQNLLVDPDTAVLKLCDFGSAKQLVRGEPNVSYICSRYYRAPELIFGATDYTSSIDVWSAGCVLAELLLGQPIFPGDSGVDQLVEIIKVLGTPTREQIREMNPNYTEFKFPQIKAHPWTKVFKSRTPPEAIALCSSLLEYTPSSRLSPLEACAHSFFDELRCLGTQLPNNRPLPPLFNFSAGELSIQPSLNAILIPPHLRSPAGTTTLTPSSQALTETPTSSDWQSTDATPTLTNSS
Active calls of the source: *. This is a subset; the hit share may differ from the screen's.

SMILES	GSK3 alpha inh
COC(=O)c1ccc(CNC(=O)Cn2cnc3c(OCc4ccccc4)ncnc32)cc1	-2.2
O=C(COC(=O)c1ccc(S(=O)(=O)N2CCCCCC2)cc1)NCc1ccc(Cl)cc1	1.0
C[C@H](CCC(=O)O)[C@H]1CC[C@H]2[C@@H]3CC[C@@H]4C[C@H](O)CC[C@]4(C)[C@H]3CC[C@]12C	-1.3
Cc1ccc2nc(COC(=O)c3cnccn3)cc(=O)n2c1	-2.2
Cc1ccc(NC(=O)CN(C)C(=O)COC(=O)c2nc3nccc(C)n3n2)cc1	-1.9
Cc1ccc(CNC(=O)C2CSC3(C)CCC(=O)N23)cc1 (stereo not drawn)	-2.5
CCCSc1ccc([C@@H]2[C@H]3C(=O)N(CC)C(=O)[C@H]3[C@]3(C(=O)OC)CCCN23)cc1OC	-2.2
CCN(C[C@H]1N[C@@](CC)(C(=O)OC)[C@H]2C(=O)N(C)C(=O)[C@@H]12)S(=O)(=O)c1ccc(C(C)(C)C)cc1	-1.5
O=C1C=CCCC1	-5.0
COc1ccc(OC)c(/C=C/C(=O)OCC(=O)Nc2nnc(-c3ccccc3)o2)c1	-5.5
Cc1ccc2oc(C(=O)Nc3cc(C)on3)c(C)c2c1	3.3
CCOCCCNC(=O)CN1CCN(S(=O)(=O)c2ccc3c(c2)CCC3)CC1	0.0

The last 2 entries of the section above come first, to join the parts.
SMILES	GSK3 alpha inh
Cc1ccc2oc(C(=O)Nc3cc(C)on3)c(C)c2c1	3.3
CCOCCCNC(=O)CN1CCN(S(=O)(=O)c2ccc3c(c2)CCC3)CC1	0.0
CCOC(=O)[C@H]1[C@H]2COc3ccccc3[C@@H]2N2C(=O)[C@@H](C)NC(=O)[C@@]12C	-3.7
COc1ccc(NC(=O)COc2ccccc2Cc2ccccc2)cn1	3.6
CCN(Cc1ccc(OC)c(F)c1)C(C)C(=O)Nc1ccc(S(=O)(=O)N2CCCC2)cc1 (stereo not drawn)	-4.8
CCOC(=O)[C@H]1[C@H]2COc3ccc(Br)cc3[C@@H]2N2C(=O)c3ccc(Cl)cc3NC(=O)[C@@]12C	-0.7
CCCCN1C(=O)C(=O)N(CC(=O)c2cc(C)n(-c3cc(C)on3)c2C)C1=O	-7.7
CC(C)NC(=O)NC(=O)COC(=O)c1ccc(S(=O)(=O)NCc2ccco2)cc1	-2.0
COc1cc(CC2COC(c3ccc(O)c(OC)c3)C2COC(C)=O)ccc1O (stereo not drawn)	0.0
COc1ccc(S(=O)(=O)N2CCN(Cc3cc(=O)n4ccccc4n3)CC2)cc1	-0.2
COc1ccc(-c2ccc3oc(-c4ccsc4)c(-c4ccc(Br)nc4)c3c2)cc1	-1.3
NC(=O)COc1ccc(C(=O)NCC2(N3CCOCC3)CCCCC2)cc1	-0.4
CC1CC(C)CN(C(=O)CSc2nnc3ccccn23)C1 (stereo not drawn)	-0.9
C[C@H](CO)N1C[C@H](C)[C@@H](CN(C)Cc2ccc(C(=O)O)cc2)Oc2c(NS(=O)(=O)c3cccs3)cccc2C1=O	0.1
O=c1cc(-c2ccc(C(F)(F)F)cc2)oc2ccccc12	-1.8
COc1ccc(NC(=O)[C@@H]2CCCN2S(=O)(=O)c2ccccc2F)cc1S(=O)(=O)N1CCCCC1	-1.3
COc1ccccc1C(CNC(=O)c1ccc(OCc2c(C)noc2C)cc1)N1CCCC1 (stereo not drawn)	-0.8
Cc1ccc(C)c(C(=O)CN2C(=O)C(=O)N(C3CCCC3)C2=O)c1	-0.4
O=C(O)CCn1cc(-c2ccc(Cl)cc2)nc1-c1ccncc1	0.2
Cc1nnc(SCC(=O)NNC(=O)c2ccc(F)cc2)n1Cc1ccccc1	2.1
Cc1ccc(S(=O)(=O)CCC(=O)Nc2ccccc2N2CCCC2)cc1	0.1
COc1ccc(NS(=O)(=O)c2cc(NC(=O)c3ccc(=O)[nH]n3)ccc2N2CCOCC2)cc1	0.4
Cc1ccc(OCC(=O)c2c(N)n(C)c(=O)n(C)c2=O)c([N+](=O)[O-])n1	1.3
CC(=O)NC12CC3CC(C1)CC(C(=O)N(C)CC(=O)Nc1ccc(F)c(F)c1F)(C3)C2	-0.3
CN(CC(=O)Nc1ccccc1Cl)CC(=O)Nc1cccc2ccccc12	-2.1
O=C(CCNC(=O)c1ccccc1Cl)Nc1nc2ccccc2[nH]1	1.0
N#C/C(=C\c1ccccc1)C(=O)NNS(=O)(=O)c1ccc(Br)cc1	-4.4
O=C(COC(=O)Cc1ccsc1)NNC(=O)c1ccccc1	-4.5
O=C(Cn1ccc(NC(=O)OCc2ccccc2)nc1=O)NCCCc1ccccc1	-1.3
COc1ccc([C@H]2CC(=O)C=C(c3ccc(C(F)(F)F)c(C(F)(F)F)c3)C2)cc1OC	-2.4
O=C(O)C1CCN(C(=O)CSc2nnc3ccccn23)CC1	-3.3
Cc1cccc(C)c1OCC(=O)NNC(=O)CNC(=O)c1ccc(OC(F)F)cc1	-0.2
O=C(Nc1ccc(Cl)c(S(=O)(=O)N2CCOCC2)c1)C1CCC1	2.8
N#Cc1ccccc1OCC(=O)NC(=O)NC1CCS(=O)(=O)C1 (stereo not drawn)	-2.4
C=CC[C@@H](CC(=O)N[C@@H](CO)Cc1ccccc1)C(=O)N[C@H](C)COC(=O)[C@@H](CC=C)Cc1ccc(F)cc1	-0.2
COc1cc(OC)cc(-c2cc3ccc(F)cc3cn2)c1	-0.6
O=C(O)CCCC(=O)OCc1c(-c2ccccc2)ncc2ccccc12	-3.3
COc1ccccc1CNC(=O)COC(=O)c1ccco1	-0.7
CCc1ccccc1NC(=O)CNC(=O)c1ccc(OCc2cn3ccccc3n2)cc1	-0.3
CSc1nc(N)nc2c1ncn2CC(=O)N1CCN(c2ccccn2)CC1	-3.4
NC(=O)C1CCCN(C(=O)CCC(=O)c2cccs2)C1 (stereo not drawn)	-3.0
COc1cc(C#Cc2ccc3cc(CCO)oc(=O)c3c2)cc(OC)c1	-0.7
C=CCSc1nnc(NC(=O)CCN2C(=O)C3CC=CCC3C2=O)s1 (stereo not drawn)	0.1
CC(=O)Nc1ccc(NC(=O)C(C)OC(=O)C2(c3ccccc3F)CCCC2)cc1 (stereo not drawn)	-0.2
O=C(Cc1ccccc1Cl)Nc1cc(S(=O)(=O)N2CCOCC2)ccc1N1CCOCC1	-3.0
CCCn1c(SCC(=O)c2c(N)n(C3CC3)c(=O)[nH]c2=O)nc2cc(S(N)(=O)=O)ccc21	1.7
Cc1cccc(OCCC(=O)Nc2ccc(N3CCOCC3)cc2N2CCOCC2)c1	-2.6
c1ccc(-c2ccc3[nH]ccc3c2)cc1	2.6
CN(C(=O)COC(=O)CNC(=O)c1cccs1)c1c(N)n(Cc2ccccc2)c(=O)[nH]c1=O	-2.5
Cn1c(SCC(=O)NC2CC2)nnc1-c1ccc(Cl)cc1	-2.9
Cc1ccc(S(=O)(=O)N2CCN(C(=O)c3ccc(COc4ccccc4)o3)CC2)cc1	5.3
CCCCNc1nnc(SCC(=O)c2c(N)n(CCC)c(=O)[nH]c2=O)s1	4.1
O=C(COc1cccc(F)c1)NNC(=O)Cc1ccc(S(=O)(=O)N2CCOCC2)s1	0.1
COc1ccc(OC)c(/C=C/C(=O)OCC(=O)NCc2ccco2)c1	10.6
O=C(CCNS(=O)(=O)c1cccc(C(F)(F)F)c1)NCc1ccco1	-5.6
COc1ccc([C@H]2CC(=O)C=C(c3ccc(OC)cc3OC)C2)cc1	4.0
Cn1nnnc1SCC(=O)N1N=C(c2ccc(Cl)cc2)CC1c1ccco1 (stereo not drawn)	-1.6
COc1ccc(-c2nnc(SCC(=O)NC3CC3)o2)cc1	1.1
CC(=O)Nc1ccc(S(=O)(=O)N(CC(=O)NC2CC2)Cc2ccccc2)cc1	3.5
CC(Oc1ccc(Cl)cc1)C(=O)Nc1cccc(S(=O)(=O)N2CCOCC2)c1 (stereo not drawn)	-2.3
COc1cc(C(=O)NCC(=O)OCc2ccc(F)cc2)cc(OC)c1OC	-3.1
COc1ccc(C(=O)N[C@H](C(=O)NCCCSc2ccccc2)C(C)C)cc1	-3.0

Next section.
SMILES	GSK3 alpha inh
Cc1ccc(S(=O)(=O)N2[C@@H](c3cccc(Cl)c3)C(C(=O)O)=CC[C@H]2c2ccc(Cl)c(Cl)c2)cc1	-1.5
CCCCNc1c(-c2ccc(SC(C)CC)c(OC)c2)nc2ccc(Cl)cn12 (stereo not drawn)	-5.7
Cc1cccc(C)c1NC(=O)CNC(=O)c1ccc(COc2ccccc2)cc1	-4.8
C=CC[C@H](CC(=O)N(CCO)Cc1ccccc1)C(=O)N[C@H](C)COC(=O)[C@@H](CC=C)Cc1ccc(F)cc1	-0.2
COc1ccc(S(=O)(=O)N2CCOCC2)cc1NC(=O)CC1CC2CCC1C2 (stereo not drawn)	-2.4
Cc1ccc(NC(=O)CN2CCCC2c2cccs2)cc1S(=O)(=O)N1CCCCC1 (stereo not drawn)	-1.0
Cc1ccnc(NC(=O)c2ccc(S(=O)(=O)N3CCCCC3)cc2)c1	15.0
Cc1cc(C)c(C(=O)CN2C(=O)C(=O)N(C3CCCC3)C2=O)cc1C	-0.5
C[C@H](CO)N1C[C@H](C)[C@@H](CN(C)Cc2ccncc2)Oc2c(NS(=O)(=O)c3ccc(F)cc3)cccc2C1=O	-1.7
COc1cccc(NC(=O)CN(C)C(=O)CCCc2c[nH]c3ccccc23)c1	1.1
N#Cc1ccccc1OCC(=O)NNC(=O)CNC(=O)c1ccc(Br)o1	-0.8
C[C@H](CO)N1C[C@H](C)[C@@H](CN(C)Cc2ccc(C(=O)O)cc2)Oc2ccc(NS(C)(=O)=O)cc2C1=O	-1.5
CC(C)Cn1c(N)c(C(=O)CSc2n[nH]c(N)n2)c(=O)n(C)c1=O	6.0
C=CC[C@@H](CC(=O)N[C@H](CO)Cc1ccccc1)C(=O)N[C@@H](C)COC(=O)[C@@H](CC=C)Cc1ccc(F)cc1	0.2
COc1cc2cnc(-c3ccccc3)c(-c3ccc([N+](=O)[O-])cc3)c2cc1OC	-2.7
COc1ccc(Cl)cc1NC(=O)CN(C)C(=O)CCc1nc2ccccc2c(=O)[nH]1	-1.4
COC(=O)c1ccccc1S(=O)(=O)N1CCC(C(=O)NCCC2=CCCCC2)CC1	1.7
CC(C)Cn1c(SCC(N)=O)nnc1-c1cccc(S(=O)(=O)N2CCOCC2)c1	-1.8
CCCN(CC(=O)Nc1ccccc1C)C(=O)C1CC(=O)N(c2ccc(CC)cc2)C1 (stereo not drawn)	7.0
N#C/C=C/N1CCN(C(=O)c2ccco2)CC1	-1.1
CC1(NC(=O)CCNC(=O)c2ccc(C(C)(C)C)cc2)CCS(=O)(=O)C1 (stereo not drawn)	-3.5
O=c1cc(-c2ccccc2)oc2ccccc12	-2.1
COC(=O)[C@@]12CCCCN1[C@H](c1ccc(-c3ccc4c(c3)OCO4)c(OC)c1)[C@@H]1C(=O)N(C)C(=O)[C@@H]12	-1.4
COc1ccc(NS(=O)(=O)c2cccc(C(=O)O)c2)cc1S(=O)(=O)N1CCOCC1	-1.6

Shown field by field: two of the compounds above
compound: COc1cc(OC)cc(-c2cc3ccc(F)cc3cn2)c1
  GSK3 alpha inh: -0.6
compound: O=C(O)CCCC(=O)OCc1c(-c2ccccc2)ncc2ccccc12
  GSK3 alpha inh: -3.3

Continuation:
SMILES	GSK3 alpha inh
COC(=O)[C@]1(C)N[C@H](CN(C)C(=O)Nc2ccc(C)cc2)[C@@H]2C(=O)N(C)C(=O)[C@@H]21	0.2
CC1CCCC(C)N1C(=O)COC(=O)c1ccc(Br)c(S(=O)(=O)N2CCOCC2)c1 (stereo not drawn)	-0.1
Cn1c(N)c(C(=O)COC(=O)Cc2ccc(Br)cc2)c(=O)n(C)c1=O	-2.7
COc1cc2cnc(-c3ccccc3)c(-c3cc(OC)c(OC)c(OC)c3)c2cc1OC	-3.0
CC(=O)c1ccc(NC(=O)CSc2nnc(-c3ccncc3)n2C2CC2)cc1	-4.0
NC(=O)c1ccc(NC(=O)COC(=O)C2CC3C=CC2C3)cc1 (stereo not drawn)	1.3
O=C(Cc1c(F)cccc1Cl)NNC(=O)c1ccncc1	6.9
CCCC1(c2ccccc2)NC(=O)N(CC(=O)Nc2ccc(N3CCOCC3)cc2)C1=O (stereo not drawn)	-0.3
Cc1ccc(S(=O)(=O)N2CCN(C3CC(=O)N(c4ccc(F)cc4)C3=O)CC2)cc1C (stereo not drawn)	-1.7
CN1CCN(C(c2ccccc2)c2ccc(Cl)cc2)CC1 (stereo not drawn)	-0.2
CCN(CC(=O)Nc1c(F)cccc1F)C(=O)c1nn(C)c(=O)c2ccccc12	-3.2
C=CCC[C@@H](Cc1ccc(F)cc1)C(=O)OC[C@H](C)NC(=O)[C@H](CC=C)CC(=O)N(CCO)Cc1ccccc1	-0.8
O=C(c1ncn(Cc2ccccc2)c1C(=O)N1CCN(c2ccccc2)CC1)N1CCN(c2ccccc2)CC1	-0.5
C#CCOCCOCCOCCNc1nc(N2CCN(C(=O)[C@H](CCCCN)n3cc(CN)nn3)CC2)nc(N2CCN(C(=O)[C@H](CC(N)=O)n3cc(C(N)[C@H](C)CC)nn3)CC2)n1 (stereo partly drawn)	-1.6
Cc1ccc(NC(=O)COC(=O)C2CCC2)cc1S(=O)(=O)N1CCOCC1	-0.1
